phage Ecoli inh = E. coli growth loss with phage present; actives 0.26% (n = 360,000); inhibition, % at 11.9 µM; AID 651602; growth absorbance; in the data active means inhibition above about 11%
Tat transport = blocks Tat-dependent protein export in E. coli. E. coli MC4100 TorA-mCherry Tat export, fluorescence. inhibition, % at 10 µM. actives 0.036% (n = 340,000). AID 488895;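 active means mean replicate inhibition at least 50% and at least half of replicates individually reaching 50%; inconclusive means only one of the two criteria met; inactive means neither criterion met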;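 further: exported cargo escapes ClpAP degradation while cytoplasmic cargo is degraded and loses fluorescence; 0% = median of neutral control wells and 100% = median of NaSCN control wells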
Wnt act = Wnt/beta-catenin pathway activation; Wnt/beta-catenin reporter cell assay, activator, plate reader; activation, % at 9.35 µM; actives 1.2% (n = 300,000); AID 743398; in the data active means activation above about 30%, passing the limit was not always enough; inconclusive means no clear call, values can overlap the other calls;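 further: 0% = neutral control wells and 100% = positive control wells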
MITF TRPM1 HTS = increases MITF-driven TRPM1 promoter luciferase signal; activation, % at 12.5 µM; actives 0.75% (n = 300,000); SK-MEL-5 TRPM1-promoter luciferase, 24 h; % of positive control, neutral wells = 0;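 active means mean activation of at least 80% with every replicate also reaching 80%; inconclusive means mean reaches 80% but some replicate falls short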;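 further: 0% = neutral control wells and 100% = parthenolide positive control wells; values of inactives mirror those of a sister screen read the other way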
SR-BI DiI inh = inhibitors of mouse SR-BI mediated HDL lipid uptake | Q61009 | actives 0.96% (n = 320,000) | inhibition, % at 12.5 µM | ldlA[mSR-BI] CHO cells, DiI-HDL uptake fluorescence, 3 h;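 active means mean replicate inhibition of at least 70% and a set share of replicates each scoring 70 or more; inconclusive means meets just one of the two criteria; inactive means fails both criteria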;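 further: 0% = median of neutral control wells and 100% = median of positive control wells; values of inactives mirror those of a sister screen read the other way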
Target sequence (Q61009 whole entry, looked up): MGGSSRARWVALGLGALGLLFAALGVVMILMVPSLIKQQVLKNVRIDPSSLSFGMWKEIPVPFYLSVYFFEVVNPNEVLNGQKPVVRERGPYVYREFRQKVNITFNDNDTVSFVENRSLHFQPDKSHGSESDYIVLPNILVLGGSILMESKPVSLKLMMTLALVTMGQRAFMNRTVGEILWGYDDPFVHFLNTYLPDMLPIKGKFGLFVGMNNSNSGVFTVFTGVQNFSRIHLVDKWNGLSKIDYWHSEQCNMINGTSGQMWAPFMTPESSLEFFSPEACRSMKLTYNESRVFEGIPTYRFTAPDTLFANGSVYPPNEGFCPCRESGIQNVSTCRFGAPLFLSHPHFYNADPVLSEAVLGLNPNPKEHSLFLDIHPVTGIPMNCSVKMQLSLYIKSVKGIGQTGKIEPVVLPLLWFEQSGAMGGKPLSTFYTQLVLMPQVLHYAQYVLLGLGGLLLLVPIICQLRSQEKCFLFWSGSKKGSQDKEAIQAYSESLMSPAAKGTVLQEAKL
CAL PDZ FP-1 = inhibitors of human CAL PDZ peptide binding; Q9HD26; purified CAL PDZ, TMR-peptide fluorescence polarization, 1 h; inhibition, % at 20 µM; actives 0.02% (n = 330,000); AID 504414;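 active means highest replicate inhibition of at least 40%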;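 further: plate controls were DMSO neutral control wells for no effect and unlabeled competitor peptide control wells for full effect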
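material = purified tagged CAL PDZ domain construct (CerCALP) | buffer or medium = sodium phosphate/NaCl buffer pH 7.4 with TCEP, IgG, Thesit | reagent = TMR-labelled reporter peptide T*-PRC34 bound in PDZ groove | incubation = 1 h room-temperature incubation prior to read | measured by = fluorescence polarization (mP) | evaluation = percent inhibition from loss of millipolarization | control set = unlabelled peptide and DMSO controls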
AddAB inh = less growth of phage-infected E. coli with AddAB; E. coli expressing H. pylori AddAB, absorbance growth; inhibition, % at 11.9 µM; actives 0.29% (n = 330,000); AID 435030; in the data active means inhibition above about 12%;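 further: 0% = vehicle wells of infected cells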
Ecoli viability = bacterial growth inhibition, counter-screen for AddAB inhibitors | E. coli V3065 growth, OD600 absorbance, 18 h | inhibition, % at 11.9 µM | actives 0.27% (n = 330,000) | AID 449728;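 active means inhibition above the campaign's mean inhibition across all tested compounds plus 3 SD, cut at about 9.9% in these data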;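 further: uninfected addAB+ strain grown without phage in ampicillin broth; 0% = DMSO wells and 100% = ciprofloxacin 0.95 µg/ml wells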
SR-BI uptake up = activators of SR-BI mediated HDL lipid uptake; actives 0.096% (n = 320,000); AID 504775; CHO ldlA[mSR-BI] cells, DiI-HDL uptake fluorescence, 3 h; 100 = double the neutral-control signal; activation, % at 12.5 µM;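 active means mean replicate activation of at least 60% and every replicate at or above 60%; inconclusive means mean or all-replicate condition met, but not both; inactive means mean below 60% and not all replicates reaching 60%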;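 further: 0% = median plate neutral-control signal and 100% = twice that signal; values of inactives mirror those of a sister screen read the other way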
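Material: SR-BI-overexpressing, LDLR-lacking CHO cells; schedule: compound exposure 3 h, 37 °C; reagent: DiI-labelled HDL at 10 µg/mL final; technique: bottom-read fluorescence, 550/595 nm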
CAL PDZ FP-2 = blocks peptide binding to the human CAL PDZ domain; actives 0.92% (n = 300,000); purified CAL PDZ, TMR-peptide fluorescence polarization, 1 h; AID 602252; Q9HD26; inhibition, % at 24.9 µM;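 active means mean inhibition of at least 30% with at least half of replicates also reaching 30%; inconclusive means no clear call, values can overlap the other calls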;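 further: 0% = DMSO neutral control and 100% = excess unlabeled competitor peptide PRC23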
The depositor's hits bear a star; ? = inconclusive; · = no result given.

Molecule	phage Ecoli inh	Tat transport	Wnt act	MITF TRPM1 HTS	SR-BI DiI inh	CAL PDZ FP-1	AddAB inh	Ecoli viability	SR-BI uptake up	CAL PDZ FP-2
O=C(O)c1ccc(Cl)c(S(=O)(=O)Nc2ccc(S(=O)(=O)N3CCCC3)cc2)c1	2.3	0	-5	-4	-3	-0.6	-1.0	-0.5	3	-5
Cc1cc(C)nc(SCC(=O)c2ccc([N+](=O)[O-])cc2)n1	2.9	1	-5	10	15	-0.8	-0.2	0.1	-15	-1
Cc1c(Cl)c([N+](=O)[O-])nn1CC(=O)N1CCCC1	3.6	-10	-1	-3	-3	-0.9	3.3	-0.5	3	-2
CC(=O)Nc1cccc2c1C(=O)N(c1ccccc1OC(C)=O)C2=O	6.6	-4	3	-11	-21	-0.9	2.2	3.3	21	·
CN(C)S(=O)(=O)c1ccc(C(=O)Nc2nnc(SCc3cccc4ccccc34)s2)cc1	1.7	-4	-2	-15	4	-0.1	1.4	1.8	-4	-2
O=C(c1ccccc1Cl)N(Cc1ccccc1F)N1C(=O)CCCC1=O	3.4	0	1	-18	-5	0.6	1.7	0.3	5	-2
CCc1nnc(NC(=O)CSc2nc(-c3ccccc3)cc(-c3ccc(OC)cc3)c2C#N)s1	4.1	-1	·	7	41	-0.5	3.1	2.0	-41	14
CC1CN(C(=O)Cn2cc(SCC(=O)N3CCOCC3)c3ccccc32)CC(C)O1 (centres undefined)	2.4	-6	5	-6	1	-1.1	-0.4	-1.1	-1	-2
Cc1cccc(C)c1NC(=O)C(C)N1CCCCC1 (centres undefined)	3.5	-3	27	-6	-16	-0.6	-0.6	-1.1	16	-2
COc1ccc(NC(=O)c2ccc(Br)o2)cc1	4.5	-18	?	78	1	-0.7	4.6	2.3	-1	0
COc1ccccc1OCc1nc(C#N)c(NCCCn2ccnc2)o1	1.8	1	-1	-15	3	1.2	0.1	-0.3	-3	11
Cc1cccc(C(=O)Oc2ccccc2/C=N/NC(=O)c2ccc(NC(=O)C(C)(C)C)cc2)c1	1.6	-3	-3	-7	87*	-5.8	2.7	0.1	-87	-4
COc1cc(OC)cc(C(=O)Nc2ccc(C(=O)c3ccncc3)cc2)c1	-0.6	-2	2	14	58	-2.5	-0.1	-1.0	-58	2
CCn1nnnc1SCC(=O)N1CCN(Cc2ccc3c(c2)OCCO3)CC1	0.6	2	1	-4	-17	-1.8	1.6	2.1	17	-2
CCOC(=O)C1CCCNC1=O (centres undefined)	-1.0	8	4	·	-17	-0.3	0.6	0.8	17	-1
Cc1ccc(C(=O)NCC(=O)OCC(=O)c2ccc(Br)s2)cc1	2.1	11	1	6	-5	-3.9	-0.5	1.5	5	-22
O=C(NCC1CC1)c1ccc2c(c1)S(=O)(=O)c1cc(Cl)ccc1C2=O	0.2	2	4	3	-1	1.8	0.4	0.0	1	0
Cc1ccc(N2C(N)=C(C#N)C(c3cc(CN4CCOCC4)cs3)C3=C2CC(C)(C)CC3=O)cc1 (centres undefined)	2.8	-1	3	0	-13	-0.6	2.5	0.9	13	-5
CCc1cc(OCCCCNCc2ccccc2)ccc1Cl	1.3	-4	-11	5	7	-0.8	4.6	2.3	-7	4
C/C(=N\NC(=O)c1cccc2ccccc12)c1ccccn1	-6.7	8	5	-75	13	-1.1	·	·	-13	6
O=C(CN1C(=O)NC2(CCCCCC2)C1=O)NC1CCCCCCC1	2.8	4	-2	-4	-16	0.9	0.4	-0.2	16	·
O=C(CCCN1C(=O)c2ccccc2C1=O)NCCC1=CCCCC1	1.8	-4	-2	-2	1	-0.2	-0.5	-1.1	-1	0
Cc1noc(C)c1CSCC(=O)Nc1nc2ccc(F)cc2s1	3.0	5	1	-4	27	-1.3	1.0	2.2	-27	-1
Fc1ccc(-n2c(-c3ccc4ccccc4n3)n[nH]c2=S)cc1	5.2	-6	1	-23	-30	0.1	2.4	1.1	30	-2
O=C(NNC1=Nc2ccccc2SC1)c1ccccc1F	-2.1	-3	-1	-4	-9	-1.4	-2.1	-1.4	9	-1

Molecule	phage Ecoli inh	Tat transport	Wnt act	MITF TRPM1 HTS	SR-BI DiI inh	CAL PDZ FP-1	AddAB inh	Ecoli viability	SR-BI uptake up	CAL PDZ FP-2
Cc1ccccc1N(C(=O)c1csnn1)C(C(=O)NC1CCCCC1)c1ccncc1 (centres undefined)	-0.1	-8	0	5	1	-3.2	5.4	0.2	-1	-2
CCOc1cc(C2c3c(oc4ccccc4c3=O)C(=O)N2c2nccs2)ccc1O (centres undefined)	0.3	9	3	2	·	-0.3	1.5	-0.3	·	-6
CCOC(=O)N1CCN(c2cc(N3CCOCC3)c(F)cc2[N+](=O)[O-])CC1	1.4	-8	0	-19	23	-0.3	5.2	0.3	-23	·
CCCC(=O)N=c1sc2c(OC)ccc(OC)c2n1C	1.4	17	13	-16	·	-0.4	1.6	0.5	·	-3
CCNC(=S)NNC(=O)c1c(Cl)c(C)nn1C	-2.1	-1	·	-10	-3	-0.6	3.8	1.4	3	-1
COc1cccc2c1C(=O)O/C2=C/c1ccc2c(c1)OCO2	0.9	1	27	5	8	0.6	1.1	0.9	-8	-4
Cc1cc(NC(c2cccnc2)c2c(C)[nH]c3ccccc23)no1 (centres undefined)	0.1	2	·	-8	-27	-1.0	-0.7	-0.7	27	-4
CC(C)OC(=O)CC(=O)CSc1nc2c(cc1C#N)CCC2	2.4	-2	·	6	0	-1.8	3.4	4.4	0	4
Cc1onc(C(=O)NN)c1-c1csc(COc2ccc(Cl)cc2)n1	·	4	·	·	25	-1.4	-0.8	-2.1	-25	-2
Cc1ccc(OCc2cc(C(=O)NCCc3cccnc3)no2)cc1C	1.2	7	26	55	4	-0.9	1.4	-0.7	-4	-3
Cn1cnc2c(NCc3ccco3)ncnc21	4.6	1	-3	·	-33	0.6	4.5	-0.2	33	8
O=C(O)c1cccc(Nc2ccc([N+](=O)[O-])c3nonc23)c1	0.2	2	5	-2	-14	0.0	0.1	0.7	14	-1
COc1cc(OC)cc(C(=O)NC(=S)N2CCCCC2c2cccnc2)c1 (centres undefined)	0.9	-3	3	·	3	-0.6	2.4	-3.5	-3	5
COc1cc(/C=C/C(=O)N2CCC=CC2=O)cc(OC)c1OC	2.1	1	?	-91	0	0.1	-0.6	-1.4	0	-4
CC(=O)c1ccc(OCC(=O)OCC(=O)NCc2ccco2)cc1	-2.4	-5	-3	-1	1	-0.9	1.5	1.2	-1	-17
COc1ccc(NC(=O)Cn2c(CCC(=O)O)ccc2-c2ccccc2)cc1	1.2	-5	-2	-2	4	-5.8	2.1	-1.4	-4	-2
CN1CCc2c(sc(NC(=O)C3CCCN3S(=O)(=O)c3ccc(Cl)s3)c2C(N)=O)C1 (centres undefined)	1.3	0	-2	-8	-28	-2.8	2.3	0.8	28	-2
Cn1c2c(c(=O)n(C)c1=O)CN(CCc1ccccc1)CN2	1.8	8	-5	·	-3	-2.4	-0.7	0.2	3	-5
Clc1ccc2c(c1)C(N1CCNCC1)=Nc1ccccc1O2	2.2	4	-1	5	3	-1.6	0.6	-1.8	0	-3
Cc1cccc(-n2c(N)cc(=O)[nH]c2=S)c1C	2.7	-1	0	·	-8	-1.5	0.9	-0.7	8	·
COc1cccc(OC)c1C(=O)Nc1cccc(-c2nc3ccccc3[nH]2)c1	0.8	14	7	22	58	-16	2.5	-2.8	-58	-8
CC(C)Oc1ccc(C(=O)Nc2ccc(N(C)C)cc2)cc1	3.7	0	2	14	?	-3.9	2.9	1.7	-70	-2
O=C(Nc1ccc(OC(F)(F)F)cc1)C1CCCCN1S(=O)(=O)c1ccccc1 (centres undefined)	5.2	-10	-5	-11	0	-1.4	·	·	0	·
Cc1ccccc1-n1c(-c2cccnc2)n[nH]c1=S	·	4	-1	-17	-3	-0.2	-0.1	1.8	3	·
CC1/C(=C\c2ccc(Cl)cc2)C(=O)C2CC1C2(C)C (centres undefined)	3.7	-5	0	-2	6	-2.9	-0.2	-2.5	16	-6

Molecule	phage Ecoli inh	Tat transport	Wnt act	MITF TRPM1 HTS	SR-BI DiI inh	CAL PDZ FP-1	AddAB inh	Ecoli viability	SR-BI uptake up	CAL PDZ FP-2
COc1ccc(C(=O)NCC2CCCO2)cc1 (centres undefined)	3.6	3	·	15	-34	1.2	1.3	-2.3	34	-5
Cc1cc(/C=N/n2cnnc2)c(C)n1-c1cccc(Cl)c1	2.3	12	-2	-14	8	-0.7	3.5	-1.8	-8	-1
COc1ccccc1NC(=O)CC(=O)c1cccc([N+](=O)[O-])c1	2.2	3	-1	-6	21	0.9	-1.0	-1.6	-21	4
O=C(CCCN1C(=O)S/C(=C/C=C/c2ccccc2)C1=O)Nc1ccc(C(=O)O)cc1	3.3	8	6	18	-10	-2.0	1.0	1.0	10	-5
CC(Oc1ccc(Br)cc1)c1nc2c3ccccc3nc(=S)n2[nH]1 (centres undefined)	0.6	-7	2	-5	1	-0.9	2.9	1.1	-1	-4

Nothing new here: entries from further up.
Molecule	phage Ecoli inh	Tat transport	Wnt act	MITF TRPM1 HTS	SR-BI DiI inh	CAL PDZ FP-1	AddAB inh	Ecoli viability	SR-BI uptake up	CAL PDZ FP-2
CC(C)OC(=O)CC(=O)CSc1nc2c(cc1C#N)CCC2	2.4	-2	·	6	0	-1.8	3.4	4.4	0	4
Cc1onc(C(=O)NN)c1-c1csc(COc2ccc(Cl)cc2)n1	·	4	·	·	25	-1.4	-0.8	-2.1	-25	-2
